Screening results (PubChem BioAssay)
USP1 inh: inhibitors of human USP1/UAF1 deubiquitinase | O94782 | 390,000 compounds, 0.23% hits | Potency, µM (doses to about 57.1 µM), without a hit: at the top dose activity change, negative = inhibition, usual class: inhibitors | recombinant USP1/UAF1, Ub-Rhodamine cleavage fluorescence | AID 743255; also: % is scaled to controls: 0 for no effect and ±100 for the full control effect; nearly all actives have a fitted effect of over 60% in size; inactives centre near -12
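In this screen, compounds sit with the deubiquitinase complex (1nM) for 15 min at room temperature before Ub-Rho is added at 150nM final. Fluorescence rise is then followed for 6 reads every 60 seconds.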
12-LOX inh: blocks human arachidonate 12S-lipoxygenase; purified 12hLO, xylenol orange hydroperoxide absorbance; P18054; Potency, µM (top dose mostly 108 µM), inactives show at the top dose activity change, negative = inhibition, hits mostly inhibitors; 580,000 compounds, 1.1% hits; also: % is scaled to controls: 0 for no effect and ±100 for the full control effect
Target sequence (P18054 whole entry, looked up): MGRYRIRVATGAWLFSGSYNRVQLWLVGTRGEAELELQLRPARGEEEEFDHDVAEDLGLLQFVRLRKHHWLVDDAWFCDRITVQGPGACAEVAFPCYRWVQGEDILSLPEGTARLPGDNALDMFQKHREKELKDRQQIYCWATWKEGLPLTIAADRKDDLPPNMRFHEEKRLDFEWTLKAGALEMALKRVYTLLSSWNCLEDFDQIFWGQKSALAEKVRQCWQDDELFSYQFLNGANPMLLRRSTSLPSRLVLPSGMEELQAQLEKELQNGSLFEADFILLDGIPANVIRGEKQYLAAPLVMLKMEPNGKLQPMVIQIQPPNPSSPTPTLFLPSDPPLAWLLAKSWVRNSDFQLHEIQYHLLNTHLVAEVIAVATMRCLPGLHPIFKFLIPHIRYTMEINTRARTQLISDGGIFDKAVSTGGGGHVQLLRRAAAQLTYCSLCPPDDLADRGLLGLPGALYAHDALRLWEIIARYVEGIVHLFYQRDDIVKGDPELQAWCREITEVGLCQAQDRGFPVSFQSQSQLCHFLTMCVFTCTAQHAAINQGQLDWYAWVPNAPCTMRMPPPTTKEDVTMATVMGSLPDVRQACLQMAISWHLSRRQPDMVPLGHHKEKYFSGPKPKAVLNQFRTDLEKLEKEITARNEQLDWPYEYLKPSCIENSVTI
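Purified human 12hLO at 150 nM in 25 mM Hepes, 0.01% Triton X-100, pH 7.0, preincubated 15 min at room temperature with compound. Reaction started with 40 uM arachidonic acid, 30 min at room temperature. Hydroperoxide measured by Fe-xylenol orange, 573/405 nm absorbance ratio.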
TrxR1 inh: rat TrxR1 inhibition; O89049; recombinant rTrxR1, NADPH fluorescence consumption, selenite substrate; Potency, µM (series often up to 114 µM), inactives show top-dose activity change, negative = inhibition, most hits filed as inhibitors; 390,000 compounds, 1% hits; also: % is scaled to controls: 0 for no effect and ±100 for the full control effect; nearly all actives have a fitted effect of over 65% in size
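Rat TrxR1 (90 nM in the dispensed reagent) was pre-reduced with 400 uM NADPH for 5 min at room temperature, then incubated with compound for 15 min. After 400 uM selenite was added, NADPH fluorescence (Ex 340/Em 450 nm) was followed for 8 min.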
RXFP1 ag: agonists of human relaxin receptor RXFP1; HEK293T-RXFP1 cAMP TR-FRET, 30 min; response scale: percent of porcine relaxin response, buffer zero; Potency, µM (doses to about 57.5 µM), inactives show at the highest dose activation, usual class: activators; 370,000 compounds, 0.3% hits; AID 2676; also: % is scaled to controls: 0 for no effect and ±100 for the full control effect; nearly all actives have a fitted effect of over 60% in size; many of its hits are not listed in these tables
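HEK293 cells stably expressing RXFP1, treated 30 min at 37C with compounds plus PDE4 inhibitor Ro 20174; cAMP measured by HTRF TR-FRET. Normalized to buffer and 29 nM porcine relaxin; EC50 by Hill fit.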
RGS4 inh: human RGS4 inhibition | Transcreener GDP fluorescence polarization, RGS4-accelerated GTP hydrolysis | Potency, µM (highest dose often 114 µM), for inactives: at the highest dose activity change, negative = inhibition, hits mostly inhibitors | 390,000 compounds, 0.039% hits | P49798; also: % is scaled to controls: 0 for no effect and ±100 for the full control effect; nearly all actives have a fitted effect of over 75% in size; some results filed as inactive show a strong effect at the top dose
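MLSMR compounds (23 nl, pin-transferred) preincubated 10 min at room temperature with a 500nM (2x) first reagent, then RGS4 at 900nM (2x) plus Transcreener GDP mix added; fluorescence polarization (620/688 nm) read before and after 90 min at 30 °C.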
Vif-APOBEC3F blk: Vif-A3F binding inhibition. HeLa A3F-eYFP + Vif (tagged APOBEC3F with the HIV-1 protein that degrades it), YFP fluorescence increase. Potency, µM (doses to about 46.1 µM), for the others: at the top dose activity, negative = active. 390,000 compounds, 0.2% hits; also: % of control where 0% means no effect; nearly all actives have a fitted effect of over 65% in size
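HeLa cells stably expressing A3F-eYFP plus Vif, plated and incubated overnight at 37 deg C, then exposed to compounds overnight at 37 deg C. Blocked degradation read as raised yellow fluorescence (Ex 488/Em 500-530).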
TrxR1 substrate: is turned over as a substrate by rat TrxR1; purified TrxR1 substrate turnover, NADPH consumption readout; AID 588456; Potency, µM (doses to about 114 µM), for the others: at the highest dose activity change, negative = substrate turnover; O89049; 390,000 compounds, 0.01% hits; also: % is scaled to controls: 0 for no effect and ±100 for the full control effect; nearly all actives have a fitted effect of over 50% in size
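Rat TrxR1, dispensed at 90 nM, was prereduced with 400 uM NADPH (final) for 5 min at ~22 deg C, then incubated with compound 15 min before 400 uM selenite. A first-read NADPH fluorescence drop versus no-compound background flagged substrates.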
Vif-A3G inh: inhibitors of Vif-APOBEC3G interaction; Q9HC16; HeLa A3G-eYFP + Vif (tagged APOBEC3G with the HIV-1 protein that degrades it), YFP fluorescence, overnight; Potency, µM (top dose mostly 46.1 µM), for inactives: top-dose activity, negative = active, usual class: inhibitors; 410,000 compounds, 0.076% hits; AID 602310;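 also: % is scaled to controls: 0 for no effect and ±100 for the full control effect; nearly all actives have a fitted effect of over 60% in size; hits raise eYFP signal because A3G escapes Vif-driven loss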
Target sequence (Q9HC16 whole entry, looked up): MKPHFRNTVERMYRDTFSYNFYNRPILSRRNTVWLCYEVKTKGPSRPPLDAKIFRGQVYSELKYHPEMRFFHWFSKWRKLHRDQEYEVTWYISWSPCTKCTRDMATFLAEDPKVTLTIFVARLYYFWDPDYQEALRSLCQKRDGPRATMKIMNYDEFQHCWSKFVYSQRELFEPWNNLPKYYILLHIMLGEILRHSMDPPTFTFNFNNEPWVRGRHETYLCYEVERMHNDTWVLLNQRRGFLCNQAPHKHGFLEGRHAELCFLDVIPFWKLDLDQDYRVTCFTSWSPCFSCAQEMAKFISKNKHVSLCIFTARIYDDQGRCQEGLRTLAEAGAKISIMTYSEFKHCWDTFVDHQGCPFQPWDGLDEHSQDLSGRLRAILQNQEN
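HeLa cells stably expressing Vif and C-terminally eYFP-tagged A3G, seeded overnight at 37 deg C, then exposed to compound by pintool overnight at 37 deg C. Rise in yellow fluorescence (Ex 488/Em 500-530, Acumen) marks blocked Vif-driven A3G degradation.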
mIDH1 inhibitor: blocks human mutant IDH1 R132H enzyme; O75874; IDH1-R132H enzyme, NADPH consumption, diaphorase/resazurin fluorescence; Potency, µM (top dose mostly 76.6 µM), inactives show top-dose activity change, negative = inhibition, usual class: inhibitors; 390,000 compounds, 0.093% hits; also: % is scaled to controls: 0 for no effect and ±100 for the full control effect; nearly all actives have a fitted effect of over 65% in size
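IDH1-R132H (0.5 ug/mL) preincubated 30 min with compound, then NADPH (0.016 mM) and alpha-KG (2 mM) added; 80 min at RT, pH 7.5. Remaining NADPH coupled via diaphorase/resazurin to fluorescence (540/590 nm); concentration-response curves normalized to no-enzyme control.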
An asterisk follows results filed as active; & = joins results of further samples; [ ] = dose if it differs, or a comment. Calls follow the shape of the dose curve; as a rule, active = well fitted curve in the direction sought with a large enough effect; inconclusive = small, poorly fitted or top-dose-only effect, or another doubt; inactive = no such curve, though single readings can be large; an effect the other way counts as inactive or inconclusive. Potency is read from the fitted curve at half-maximal effect. Only part of the results is shown, so the mix of outcomes need not match the whole.

The first two records, ahead of the listing:
How did CCOC(=O)c1[nH]c2ccccc2c1NC(=O)c1ccc2c(c1)OCO2 do in these assays?
USP1 inh: -1%; 12-LOX inh: -3%; TrxR1 inh: -6%; RXFP1 ag: 0.8%; RGS4 inh: -9%; Vif-APOBEC3F blk: -6%; TrxR1 substrate: -4%; Vif-A3G inh: 1%; mIDH1 inhibitor: -7%

How did O=C(OCc1ccc([N+](=O)[O-])cc1)c1cnc(Cl)c(Cl)c1 do in these assays?
USP1 inh: 2%; 12-LOX inh: -10%; TrxR1 inh: -2%; RXFP1 ag: 4.0%; RGS4 inh: 5%; Vif-APOBEC3F blk: 7%; TrxR1 substrate: -3%; Vif-A3G inh: 1%; mIDH1 inhibitor: -9%

All compounds of this part, previewed entries included:
How did CCOC(=O)c1[nH]c2ccccc2c1NC(=O)c1ccc2c(c1)OCO2 do in these assays?
USP1 inh: -1%; 12-LOX inh: -3%; TrxR1 inh: -6%; RXFP1 ag: 0.8%; RGS4 inh: -9%; Vif-APOBEC3F blk: -6%; TrxR1 substrate: -4%; Vif-A3G inh: 1%; mIDH1 inhibitor: -7%

How did O=C(OCc1ccc([N+](=O)[O-])cc1)c1cnc(Cl)c(Cl)c1 do in these assays?
USP1 inh: 2%; 12-LOX inh: -10%; TrxR1 inh: -2%; RXFP1 ag: 4.0%; RGS4 inh: 5%; Vif-APOBEC3F blk: 7%; TrxR1 substrate: -3%; Vif-A3G inh: 1%; mIDH1 inhibitor: -9%

What do the screens show for `CCCCn1c(CCCNC(=O)CC)nc2ccccc21`?
USP1 inh: -5%; 12-LOX inh: 30%[activator]; TrxR1 inh: 15%[57.1 µM]; RXFP1 ag: -0.9%; RGS4 inh: -19%; Vif-APOBEC3F blk: -4%; TrxR1 substrate: 4%[57.1 µM]; Vif-A3G inh: 2%; mIDH1 inhibitor: -1%

How did O=C1c2ccccc2C(=O)N1CCc1csc(-c2cccc(Cl)c2)n1 do in these assays?
USP1 inh: -9%; 12-LOX inh: 0%; TrxR1 inh: 12%; RXFP1 ag: inconclusive; RGS4 inh: 5%; Vif-APOBEC3F blk: -2%; TrxR1 substrate: -1%; Vif-A3G inh: -3%; mIDH1 inhibitor: 11%

What do the screens show for `CCOC(=O)c1cc2c(=O)n3ccccc3nc2n(CCCOC)c1=NC(=O)c1ccncc1`?
USP1 inh: -15%; 12-LOX inh: -24%; TrxR1 inh: 21%[57.1 µM]; RXFP1 ag: 6.5%; RGS4 inh: -23%; Vif-APOBEC3F blk: 7%; TrxR1 substrate: 34%[activator][57.1 µM]; Vif-A3G inh: 0%; mIDH1 inhibitor: 5%

How did CN(CC(=O)Nc1ccc(F)cc1)C(=O)COC(=O)c1ccc(-c2ccccc2)cc1 do in these assays?
USP1 inh: -9%; 12-LOX inh: -3%; TrxR1 inh: 0%; RXFP1 ag: 2.9%; RGS4 inh: -4%; Vif-APOBEC3F blk: 4%; TrxR1 substrate: 3%; Vif-A3G inh: -6%; mIDH1 inhibitor: 2%

How did CN(C)c1nc(OCCNC(=O)Nc2ccccc2)nc(N2CCOCC2)n1 do in these assays?
USP1 inh: -11%; 12-LOX inh: 0%[57.4 µM]; TrxR1 inh: 1%[57.1 µM]; RXFP1 ag: 2.5%; RGS4 inh: 3%; Vif-APOBEC3F blk: -1%; TrxR1 substrate: 2%[57.1 µM]; Vif-A3G inh: -5%; mIDH1 inhibitor: 8%

Results for CN1CCN(C(=O)c2ccc(S(=O)(=O)Nc3ccccc3)cc2)CC1 ?
USP1 inh: -5%; 12-LOX inh: 29%; TrxR1 inh: 14%; RXFP1 ag: -2.1%; RGS4 inh: -3%; Vif-APOBEC3F blk: 0%; TrxR1 substrate: 6%; Vif-A3G inh: -1%; mIDH1 inhibitor: 2%

Results for COc1ccc(C(CNC(=O)c2oc3cc(C)c(C)cc3c2C)N2CCCCC2)cc1 (stereo not given) ?
USP1 inh: inconclusive; 12-LOX inh: -19%&-26%; TrxR1 inh: 18%&19%; RXFP1 ag: -1.6%&-1.6%; RGS4 inh: -29%&-1%; Vif-APOBEC3F blk: 1%&4%; TrxR1 substrate: -1%&1%; Vif-A3G inh: -1%&3%; mIDH1 inhibitor: -5%&14%

How did Cc1ccc(C2c3[nH]c4ccccc4c3CCN2C(=O)CSCc2ccc(F)cc2)cc1 (stereo not given) do in these assays?
USP1 inh: inconclusive; 12-LOX inh: -1%; TrxR1 inh: 25%[57.1 µM]; RXFP1 ag: 1.7%; RGS4 inh: 14%; Vif-APOBEC3F blk: 1%; TrxR1 substrate: 0%[57.1 µM]; Vif-A3G inh: 2%; mIDH1 inhibitor: -6%

What do the screens show for `Cc1ccc(Nc2ccc3nonc3c2[N+](=O)[O-])cc1`?
USP1 inh: -15%; 12-LOX inh: -4%; TrxR1 inh: -2%; RXFP1 ag: 4.2%; RGS4 inh: 3%[11.4 µM]; Vif-APOBEC3F blk: -12%; TrxR1 substrate: 1%; Vif-A3G inh: 0%; mIDH1 inhibitor: 0%

What do the screens show for `NC(=O)c1ccsc1NC(=O)COC(=O)CCCOc1ccccc1`?
USP1 inh: -6%; 12-LOX inh: -18%; TrxR1 inh: 16%; RXFP1 ag: -1.3%; RGS4 inh: -26%; Vif-APOBEC3F blk: 3%; TrxR1 substrate: 0%; Vif-A3G inh: -9%; mIDH1 inhibitor: 1%

Results for CCOC(=O)c1sc(NC(=O)CSc2n[nH]c(CC(C)C)n2)nc1C ?
USP1 inh: -6%; 12-LOX inh: -9%; TrxR1 inh: -14%; RXFP1 ag: 2.2%; RGS4 inh: -21%; Vif-APOBEC3F blk: -5%; TrxR1 substrate: -4%; Vif-A3G inh: -5%; mIDH1 inhibitor: 4%

How did CC(C)(C)c1ccc(-n2ncc3c2CCCC3NC(=O)CCCn2cncn2)cc1 (stereo not given) do in these assays?
USP1 inh: -19%; 12-LOX inh: -7%; TrxR1 inh: 24%; RXFP1 ag: 0.5%; RGS4 inh: inconclusive; Vif-APOBEC3F blk: -2%; TrxR1 substrate: 4%; Vif-A3G inh: 0%; mIDH1 inhibitor: 0%

What do the screens show for `COC(=O)c1ccc(C(NC(=O)c2cccnc2)NC(=O)c2cccnc2)cc1`?
USP1 inh: -24%; 12-LOX inh: -7%; TrxR1 inh: 21%; RXFP1 ag: 4.1%; RGS4 inh: -11%; Vif-APOBEC3F blk: 2%; TrxR1 substrate: 7%; Vif-A3G inh: -2%; mIDH1 inhibitor: 5%

Results for Cc1ccc(C)c(S(=O)(=O)N2CCN(C(=O)C(C)Sc3ccccc3)CC2)c1 (stereo not given) ?
USP1 inh: -8%; 12-LOX inh: 15%; TrxR1 inh: -7%; RXFP1 ag: 1.1%; RGS4 inh: 6%; Vif-APOBEC3F blk: -4%; TrxR1 substrate: -13%; Vif-A3G inh: 2%; mIDH1 inhibitor: 4%

What do the screens show for `CN(C(=O)CSc1nnc(-c2ccc(F)cc2)n1C)C1CCS(=O)(=O)C1` (stereo not given)?
USP1 inh: -20%; 12-LOX inh: -2%; TrxR1 inh: 18%; RGS4 inh: 19%; Vif-APOBEC3F blk: 0%; TrxR1 substrate: 8%; Vif-A3G inh: 0%; mIDH1 inhibitor: 16%

Results for O=C(NC1CCCC1)C(c1ccncc1)N(C(=O)c1csnn1)c1cccc(F)c1 (stereo not given) ?
USP1 inh: -5%; 12-LOX inh: -5%; TrxR1 inh: 26%[57.1 µM]; RXFP1 ag: 7.5%; RGS4 inh: 1%; Vif-APOBEC3F blk: 1%; TrxR1 substrate: 16%[57.1 µM]; Vif-A3G inh: 5%; mIDH1 inhibitor: -4%

How did CN1OC[C@@H]2CN(C(=O)c3ccco3)[C@H](c3ccc(-c4ccc(C#N)cc4)cc3)C[C@@H]21 do in these assays?
USP1 inh: -1%; 12-LOX inh: 10%; Vif-APOBEC3F blk: -6%; Vif-A3G inh: 1%; mIDH1 inhibitor: -1%

How did O=C(CN1CCOCC1)NN1CC(=O)N(c2ccc(Cl)cc2)CC1=O do in these assays?
USP1 inh: 3%; 12-LOX inh: inconclusive; TrxR1 inh: 13%[11.4 µM]; RXFP1 ag: 0.1%; RGS4 inh: -46%; Vif-APOBEC3F blk: inconclusive; TrxR1 substrate: 14%[57.1 µM]; Vif-A3G inh: -5%; mIDH1 inhibitor: 3%

How did Cc1cc(C)c(C)c(S(=O)(=O)NCC(=O)Nc2sc3c(c2C(N)=O)CCCC3)c1C do in these assays?
USP1 inh: 3%; 12-LOX inh: -11%; TrxR1 inh: -10%[57.1 µM]; RXFP1 ag: 1.3%; RGS4 inh: 0%[11.4 µM]; Vif-APOBEC3F blk: 2%; TrxR1 substrate: -12%; Vif-A3G inh: -7%; mIDH1 inhibitor: 3%

Results for O=C(CN(Cc1ccco1)S(=O)(=O)c1cccs1)Nc1ccccc1C(F)(F)F ?
USP1 inh: -23%; 12-LOX inh: 0%; TrxR1 inh: inconclusive; RXFP1 ag: 2.7%; RGS4 inh: -16%; Vif-APOBEC3F blk: 4%; TrxR1 substrate: -5%[57.1 µM]; Vif-A3G inh: -9%; mIDH1 inhibitor: 12%
